# LDHA inh = qHTS assay for inhibitors of human lactate dehydrogenase; purified LDHA, NADH/diaphorase-resazurin fluorescence; active compounds read low; activity change, % (values are at about 110 or 230 µM); 480,000 compounds, 0.15% hits; AID 1347041, 2019; in the data active means activity change below about -30%; inconclusive means mostly about -25% to -30%;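 further: plate controls were DMSO wells for no effect and wells without enzyme for full effect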
#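 Human LDH5 at 2 nM final in Tris HCl pH 7.4 with 0.06 mM NADH and 0.2 mM pyruvate, reacted 5 minutes at room temperature. Remaining NADH coupled via diaphorase/resazurin; resorufin fluorescence read at 0 and 20 minutes, normalized to enzyme-free and DMSO wells.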
# POLH inh = qHTS for Inhibitors of Polymerase Eta; DNA polymerase eta (Homo sapiens), Q9Y253; recombinant Pol eta, fluorescent DNA replication assay; Potency, µM (highest dose often 114 µM), inactives show at the top dose activity change, negative = inhibition, most hits filed as inhibitors; 390,000 compounds, 1.2% hits; AID 588591, 2011; further: potency means the concentration at half of the fitted maximal effect; on the % scale 0 is the no-effect control and ±100 the full control effect
#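 Pol eta (10 nM) was preincubated with compounds for 15 min at room temperature, after which fluorescent replication substrate (50 nM final) was added to start the reaction. Fluorescence was read kinetically at 0 and 10 min.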
# ALOX12 inh = Primary qHTS assay for inhibitors of human arachidonate 12S-lipoxygenase (ALOX12): Round 2; Polyunsaturated fatty acid lipoxygenase ALOX12 (Homo sapiens), P18054; purified 12hLO, xylenol orange hydroperoxide absorbance; Potency, µM (titrated, usually from 108 µM), without a hit: at the highest dose activity change, negative = inhibition, hits mostly inhibitors; 580,000 compounds, 1.1% hits; AID 1671190, 2021; further: potency means the concentration at half of the fitted maximal effect; on the % scale 0 is the no-effect control and ±100 the full control effect
#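 Purified human 12hLO (150 nM final) in 25 mM Hepes, 0.01% Triton X-100, pH 7.0 was preincubated 15 min at room temperature with compound. Then 40 uM arachidonic acid was added, 30 min. Hydroperoxide was read by Fe-XO absorbance ratio 573/405 nm.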
# Apoferritin bind = qHTS Assay for Identification of Novel General Anesthetics | Ferritin light chain (Equus caballus), P02791 | apoferritin/1-aminoanthracene competitive binding, fluorescence | Potency, µM (series often up to 77.5 µM), for the others: top-dose activity change, negative = displacement, usual class: inhibitors | 350,000 compounds, 0.074% hits | AID 485281, 2010; further: potency means the concentration at half of the fitted maximal effect; on the % scale 0 is the no-effect control and ±100 the full control effect; nearly all actives have a fitted effect of over 20% in size
# Target sequence (P02791 2-175 limits assumed): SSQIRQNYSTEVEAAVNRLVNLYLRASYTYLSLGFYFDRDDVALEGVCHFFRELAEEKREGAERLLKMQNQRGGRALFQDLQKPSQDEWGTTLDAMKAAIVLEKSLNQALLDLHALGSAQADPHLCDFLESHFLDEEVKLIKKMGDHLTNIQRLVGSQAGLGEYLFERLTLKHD
#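 Horse-spleen apoferritin (10 uM) in 50% saturated 1-aminoanthracene in PBS was incubated 10 min at room temperature with compound. Fluorescence (ex 380, em 535 nm) was normalized to free and bound 1-AMA, with concentration-response fitted by a four-parameter Hill equation.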
# APE1 inh = qHTS Assay for Inhibitors of the Human Apurinic/apyrimidinic Endonuclease 1 (APE1); DNA repair nuclease/redox regulator APEX1 (Homo sapiens), P27695; recombinant APE1, TAMRA/BHQ-2 abasic DNA cleavage fluorescence; Potency, µM (series often up to 65.8 µM), without a hit: at the highest dose activity change, negative = inhibition, usual class: inhibitors; 350,000 compounds, 0.35% hits; AID 2517, 2012;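 further: potency means the concentration at half of the fitted maximal effect; plate controls were vehicle for no effect and reference inhibitor for full effect; nearly all actives have a fitted effect of over 55% in size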
#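 APE1 at 0.75 nM preincubated 15 min at room temperature with compound. Reaction then started with 50 nM double-stranded THF-abasic substrate labelled with TAMRA/BHQ-2, and 525/598 nm fluorescence read kinetically. Activity taken as third-minus-first read difference, normalized to DMSO and NSC13755 controls.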
# Pol kappa inh = qHTS for Inhibitors of Polymerase Kappa | purified Pol kappa, fluorescent DNA synthesis assay, 10 min | Potency, µM (top dose mostly 107 µM), for inactives: at the top dose activity, negative = inhibition, most hits filed as inhibitors | 400,000 compounds, 0.53% hits; further: potency means the concentration at half of the fitted maximal effect; on the % scale 0 is the no-effect control and ±100 the full control effect
#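 10 nM Pol kappa was preincubated with compounds for 15 min at room temperature. Reaction started with 50 nM (final) substrate. Fluorescence read kinetically at 0 and 10 min.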
# ERG Ets-DNA blk = qHTS for Small Molecule Inhibitors of the ERG Ets/DNA interaction | 370,000 compounds, 0.028% hits | AID 624246, 2012 | fluorescence polarization, His-ERG Ets domain / labelled DNA | Potency, µM (top dose mostly 76.9 µM), without a hit: at the top dose FP activity, negative = inhibition, usual class: inhibitors | Transcriptional regulator ERG (Homo sapiens), P11308; active means well fitted inhibition curve with a large enough effect in the polarisation, with a control signal flat; inconclusive means small, poorly fitted or top-dose-only effect, or effect the other way, or a change in a side signal; inactive means no such curve, though single readings can be large or run the other way; the % refers to the polarisation;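 further: polarization taken with two DNA probes labelled with fluorescein and Texas red; potency means the concentration at half of the fitted maximal effect; % of control where 0% means no effect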
# Target sequence (P11308 whole entry, looked up, the tested form may be a part): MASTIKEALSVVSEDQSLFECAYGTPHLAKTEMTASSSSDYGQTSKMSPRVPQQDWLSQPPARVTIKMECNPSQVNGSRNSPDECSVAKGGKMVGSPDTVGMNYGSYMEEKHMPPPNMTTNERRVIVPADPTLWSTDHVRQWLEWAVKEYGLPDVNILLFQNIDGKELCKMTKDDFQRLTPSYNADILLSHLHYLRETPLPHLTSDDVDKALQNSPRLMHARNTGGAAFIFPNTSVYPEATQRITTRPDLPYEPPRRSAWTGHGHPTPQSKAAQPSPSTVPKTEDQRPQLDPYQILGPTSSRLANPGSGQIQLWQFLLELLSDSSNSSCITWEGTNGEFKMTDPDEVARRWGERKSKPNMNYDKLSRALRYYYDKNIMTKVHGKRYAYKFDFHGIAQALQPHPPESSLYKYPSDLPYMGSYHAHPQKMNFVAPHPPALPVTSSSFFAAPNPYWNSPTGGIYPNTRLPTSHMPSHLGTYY
#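 His-tagged ERG Ets domain (1 uM in the protein solution; 300mM KCl, 50mM Tris-HCl, 1mM EDTA, 1mM DTT, pH 7.5) received compound, then a probe mix of 5 nM fluorescein-DNA and 100nM Texas-615-DNA. Fluorescence polarization was read for both dyes.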
# Pol beta inh = qHTS Assay for Inhibitors of DNA Polymerase Beta; 340,000 compounds, 1.3% hits; Pol beta primer extension/strand displacement, fluorescence kinetic; Potency, µM (doses to about 114 µM), for inactives: at the highest dose activity change, negative = inhibition, actives largely listed as inhibitors; P06746; further: potency means the concentration at half of the fitted maximal effect; on the % scale 0 is the no-effect control and ±100 the full control effect
#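 Values derive from four-parameter Hill fits of normalized kinetic data: reads at 0 and 10 min following addition of 50 nM substrate to 10 nM Pol beta preincubated 15 min with compound.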
# RGS4 inh = Inhibitors of Regulator of G Protein Signaling (RGS) 4: qHTS; Regulator of G-protein signaling 4 (Homo sapiens), P49798; Transcreener GDP fluorescence polarization, RGS4-accelerated GTP hydrolysis; Potency, µM (series often up to 114 µM), without a hit: top-dose activity change, negative = inhibition, usual class: inhibitors; 390,000 compounds, 0.039% hits; further: potency means the concentration at half of the fitted maximal effect; on the % scale 0 is the no-effect control and ±100 the full control effect; nearly all actives have a fitted effect of over 75% in size; some results filed as inactive show a strong effect at the top dose
# Target sequence (P49798 whole entry, looked up): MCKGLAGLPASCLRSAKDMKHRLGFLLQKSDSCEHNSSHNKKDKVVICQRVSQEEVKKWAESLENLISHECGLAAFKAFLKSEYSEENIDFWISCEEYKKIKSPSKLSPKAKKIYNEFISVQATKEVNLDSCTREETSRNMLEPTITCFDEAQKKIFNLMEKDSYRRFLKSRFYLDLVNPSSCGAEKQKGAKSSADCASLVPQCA
#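 MLSMR compounds (23 nl, pin-transferred) preincubated 10 min at room temperature with a 500nM (2x) first reagent, then RGS4 at 900nM (2x) plus Transcreener GDP mix added; fluorescence polarization (620/688 nm) read before and after 90 min at 30 °C.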
# * marks the source's active call; other numbers are inactive results; ? = inconclusive; . = no result given; & = joins results of further samples; [ ] = dose if it differs, or a comment. Unless noted, the call rests on the fitted dose curve; in most records, active means well fitted curve in the direction sought with a large enough effect; inconclusive means small, poorly fitted or top-dose-only effect, or another doubt; inactive means no such curve, though single readings can be large; an effect the other way counts as inactive or inconclusive. Only part of the results is shown; rates above refer to the full screens.
# Screens in order – Apoferritin bind | LDHA inh | POLH inh | ERG Ets-DNA blk | Pol beta inh | ALOX12 inh | Pol kappa inh | APE1 inh | RGS4 inh
- CCN(c1cccc(C)c1)S(=O)(=O)c1ccc2c(c1)oc(=O)n2C
  2% | -9 | -14% | -15% | 0% | -3% | -12% | 30% | 23%
- O=c1c(C(c2ccc(Cl)cc2)c2c(O)nc3n(c2=O)CCS3)c(O)nc2n1CCS2
  -4% | -10 | 89µM* | -2% | -23% | 0% | ? | -1% | 11%
- COCCCNC(=O)Cn1cnc2sc(C)c(S(=O)(=O)N3CCN(c4ncccn4)CC3)c2c1=O
  -1% | -8 | -3% | 4% | 30% | -15% | -11% | 0% | 9%
- Cc1ccccc1NC(=S)N(Cc1cccs1)C1CCCCC1
  -11% | -5 | -3% | 1% | 3% | 0% | -18% | 0% | 12%
- CCC(C)NC(=O)Cn1nc(C(F)(F)F)c2c1CCCC2 (centres undefined)
  -7% | 1 | 7% | 12% | 1% | -5% | -16% | 12% | 3%
- CCn1cc(C(=O)N2CCN(c3ccc([N+](=O)[O-])cc3)CC2)c(=O)c2ccc(C)nc21
  ? | -10 | -11% | -10% | 2% | ? | -13% | -2% | -4%
- CCS(=O)(=O)Nc1cccc(C(=O)CC2(O)C(=O)Nc3ccccc32)c1 (centres undefined)
  -7% | -6 | -16% | 2% | 35% | 0% | -15% | -21% | 9%[11.4 µM]
- CC(C)Oc1ccc(C(CC(=O)O)NC(=O)c2cccs2)cc1 (centres undefined)
  -13% | -11 | -3% | -3% | 15% | 19% | -9% | 0% | 16%
- CCOc1ccc2nc(N3CCCC(C(=O)N4CCN(CC)CC4)C3)sc2c1 (centres undefined)
  -4% | -1 | -18% | -7% | 0% | ? | 12% | -11% | -3%
- Cc1ccc(-n2ncc3c(NNC(=O)Cc4ccccc4)ncnc32)cc1
  -9% | -7 | -11% | 3% | 33% | 8% | -2% | 3% | 18%
- O=C1CC(c2cccs2)c2cc3c(cc2N1)OCO3 (centres undefined)
  -15% | 6 | -10% | -11% | -14% | -29% | -16% | 2% | -15%
- Cc1cccc(C)c1NC(=O)CCS(=O)(=O)c1cccc2nsnc12
  -15% | 3 | -7% | -3% | -2% | -21% | 4% | 1% | -13%
- NC(=O)Cc1ccc(Nc2nnc(-c3ccc(O)cc3)c3ccccc23)cc1
  -10% | 1 | ? | 14% | 1%[57.1 µM] | -5% | 9%[60.1 µM] | -2% | -5%
- COc1ccc(S(=O)(=O)N2CCCOC2CNC(=O)C(=O)NCCc2ccco2)cc1 (centres undefined)
  -20% | -2 | -1% | -11% | -28% | ? | -25% | -23% | 9%
- CCOc1ccc(/C=C/c2nc(C#N)c(NC(C)c3ccccc3)o2)cc1 (centres undefined)
  372%[activator] | -3 | -20% | 1% | ? | -22% | -7% | . | -6%
- O=C(COC(=O)CNC(=O)c1ccc(Cl)cc1)Nc1ccc(Cl)cc1C(F)(F)F
  -8% | 1 | -16% | 0% | 12% | -20% | -3% | -4% | -10%
- Cc1nc(Oc2ccc(F)cc2Cl)c2oc3ccccc3c2n1
  -16% | 0 | -18% | -2% | -25% | -18% | 1%[60.1 µM] | . | 14%
- N/C(=N\OC(=O)C1CCCCC1)c1ccc(Br)cc1
  -5% | -5 | 3% | 15% | 23% | 2% | -12% | -8% | 3%
- O=c1[nH]c(Nc2nc3ccccc3o2)nc2c1CCCC2
  -12% | 2 | -1% | . | 2% | 17% | -6% | -2% | -11%
- Cc1ccc(CN2CCN(Cc3cccc(-n4cccn4)c3)CC2CCO)cc1 (centres undefined)
  -8% | -5 | -24% | 4% | 53% | -24% | -5% | 12% | -9%
- CSc1ccc(C2c3[nH]c4ccccc4c3CCN2C(=O)c2ccnn2C)cc1 (centres undefined)
  -6% | -2 | -7% | 15% | -16% | -3% | -16% | -5% | 6%
- O=C(CN1C(=O)CSC1=O)Nc1ccc(F)c(F)c1F
  -12% | -5 | -10% | -6% | 19% | 0% | -8% | -5% | -13%[56.9 µM]
- Cc1ccc(NC(=O)Cn2cnc3c(oc4ccccc43)c2=O)cc1
  -2% | -1 | -14% | 1% | 2% | 5% | -3% | . | 3%
- CCCC1C(=O)Nc2ccccc2N1C(=O)c1ccc(C(C)(C)C)cc1 (centres undefined)
  ? | -1 | -18% | -4% | 0% | 0% | -16% | 0% | -24%
- CCC[C@@H]1C[C@@]1(CCC)[C@@H](NP(=O)(c1ccccc1)c1ccccc1)c1ccc(C(=O)OC)cc1
  -15%&6% | 0 | ? | 0% | -29% | -29% | -13% | 13% | 12%
- Cc1ccccc1Cn1nnc(-c2ccc3c(c2)OCO3)n1
  -1% | -5 | -8% | 2% | -13% | -1% | -2% | 3% | 28%
- Cc1ccc2c(c1)C(O)(c1c(C)[nH]c3ccccc13)C(=O)N2 (centres undefined)
  ? | -1&-3 | -18% | 3% | 7% | ? | -7% | -7% | -40%
- O=C1N/C(=C/c2ccsc2)C(=O)N1c1ccccc1
  -7% | -11 | -17% | -2% | -2% | 6% | 5% | 6% | -7%
- Nc1ccn(C2CCCO2)c(=O)n1 (centres undefined)
  . | -3 | -11% | . | . | 0% | -16% | . | -32%
- COc1cccc(N2CC(NC(=O)c3cc(Cl)ccc3OC)CC2=O)c1 (centres undefined)
  -10% | -6&-4 | -11% | 1% | -6% | ? | -8%[60.1 µM] | . | 21%
- CC1CCCC(C)N1CCCNC(=O)C(=O)Nc1ccc2nc3n(c(=O)c2c1)CCCCC3 (centres undefined)
  -4% | -3 | -22% | -20% | 26% | -4% | 3% | -4% | -40%[56.9 µM]
- CC(=O)c1cccc(NC(=S)NC(=O)Cc2ccccc2)c1
  ? | -1 | -16% | 0% | -10% | -24% | -8% | -8% | -22%
- COc1cc(O)c2c(=O)c3c(O)c(O)ccc3oc2c1OC
  . | 8 | -13% | -9% | . | . | -5% | . | -6%
- O=C(Nc1ccc(F)cc1)c1cccc(N2C(=O)c3ccccc3C2=O)c1
  -11% | -12 | -6% | -6% | ? | -26% | -42% | -17% | -31%
- Cc1nn2c(N3CCN(C)CC3)c3c(nc2c1-c1ccccc1)CCCC3
  -10% | 1 | -4% | 3% | ? | 7% | -15% | 1% | -15%
- CN(CCC#N)C(=O)COC(=O)C1c2ccccc2Oc2ccccc21
  -12% | -4 | -9% | -7% | 12% | -4% | -18% | 17%[12.4 µM] | -11%
- CCOC(=O)Cc1ccc(NC(=O)Nc2cc3c(cc2N2CCCCC2)n(C)c(=O)n3C)cc1
  -14% | 1 | -20% | 0% | -28% | -23% | -2% | . | -13%
- CCOc1ccc(N2C(=O)c3cccnc3C2Nc2ccc(Cl)cc2)cc1 (centres undefined)
  ? | 11 | -6% | -2% | 7% | ? | 2% | -3% | -5%
- CN(Cc1ccccc1)C(=O)COC(=O)C1CCN(S(=O)(=O)c2ccc3c(c2)OCCO3)CC1
  . | -7 | -2% | 4% | . | ? | -15% | -8% | -17%
- CC(CN1CCCCC1)OC(=O)c1ccccc1F (centres undefined)
  -5% | -3 | -11% | 11% | 14% | 0% | -8% | 14% | -26%
- Cc1ccc2c(c1)COc1c3ccc(C(=O)N4CCOCC4)cc3nn1-2
  0% | -3 | -1% | -18% | 11% | 0% | 4% | 13% | 12%
- COc1ccc(C(=O)N2CCC(C(=O)N3CCN(c4ccccc4)CC3)CC2)cc1
  . | 2 | -13% | -10% | . | . | -4% | . | -8%
- CCOC(=O)N1CCN(S(=O)(=O)c2ccc3c(c2)NC(=O)CO3)CC1
  . | -7 | -16% | 4% | . | -6% | -4% | . | 5%
- Cc1ccc2cc(CCNC(=O)CCCc3ccccc3)c(=O)[nH]c2c1C
  -8% | -6 | -17% | -1% | 30% | 15% | 9% | 64%[activator] | 34%
- NC(=O)[C@@H]1CCCNc2c(F)cc([N+](=O)[O-])cc2C(=O)N[C@@H](CO)C(=O)N[C@@H](Cc2ccc(O)cc2)C(=O)N1
  -7% | -3 | 3% | 3% | -2% | ? | -1% | -2% | 14%
- COc1cc(Cl)c(C)cc1NC(=O)c1ccc(CN2C(=O)CCn3nc(C)cc32)cc1
  4% | 5 | -12% | 0% | -8% | 2% | 6% | . | 13%
- CCS(=O)(=O)N1CC(=O)N(c2ccc(Cl)cc2)C(C)(C(=O)NC2CCCCC2)C1 (centres undefined)
  -1% | -11 | -5% | 6% | 22% | -4% | 7% | . | -1%
- CCCCc1cc2c(cn1)=C(OC(=O)c1cnc3ccccc3n1)C(C)(OC(=O)CC)C(=O)C=2 (centres undefined)
  2% | 13 | -20% | 20% | 8% | ? | 3% | 11%[12.4 µM] | -2%

# High-throughput results (PubChem BioAssay)
